# TRHR enhancer = qHTS for Small Molecule Agonists and Allosteric Enhancers of Human TRH Receptor: Primary Screen for Enhancers; Thyrotropin-releasing hormone receptor (Homo sapiens), P34981; TRHR cells, fluo-8 calcium fluorescence, EC20 TRH enhancement; enhancement, % at 2 µM; actives 0.66% (n = 360,000); AID 493056, 2011; in the data active means enhancement above about 30%; further: 0% is about no effect
#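 Enhancer read-out: after compound pinning and an initial kinetic agonist-mode read, an EC20 of TRH (10 nM final) was injected and fluo-8 calcium signal (Ex 480/Em 530) followed at 1 s/cycle for 100 cycles in TRHR-expressing cells.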
# D2 antagonist = HTS Assay for Allosteric Antagonists of the Human D2 Dopamine Receptor: Primary Screen for Antagonists; HEK293 TREx D2 cells, calcium flux, dopamine EC80; inhibition, % at 10 µM; actives 2% (n = 340,000); AID 485344, 2010; in the data active means inhibition above about 30%; further: 0% is about no effect
# Target sequence (P14416 whole entry, looked up): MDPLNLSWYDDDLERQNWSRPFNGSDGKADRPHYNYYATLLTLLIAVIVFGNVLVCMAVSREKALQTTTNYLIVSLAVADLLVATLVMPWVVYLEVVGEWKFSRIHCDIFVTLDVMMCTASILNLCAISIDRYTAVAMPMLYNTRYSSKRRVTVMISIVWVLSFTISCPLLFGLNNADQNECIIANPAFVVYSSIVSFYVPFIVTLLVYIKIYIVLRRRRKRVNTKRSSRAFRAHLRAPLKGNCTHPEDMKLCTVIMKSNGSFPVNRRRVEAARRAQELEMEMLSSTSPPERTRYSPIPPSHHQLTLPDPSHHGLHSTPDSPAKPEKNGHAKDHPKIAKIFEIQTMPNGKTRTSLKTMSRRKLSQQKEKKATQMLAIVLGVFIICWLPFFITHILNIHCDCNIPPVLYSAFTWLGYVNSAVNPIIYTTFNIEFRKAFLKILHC
#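 HEK293 T-REx D2 cells, tet-induced, calcium dye no-wash. Cpd pintool add, 180 s kinetic, then EC80 DA, 180 s kinetic. Ca flux read.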
# mIDH1 inhibitor = qHTS for Inhibitors of mutant isocitrate dehydrogenase 1 (IDH1): qHTS. IDH1-R132H enzyme, NADPH consumption, diaphorase/resazurin fluorescence. Potency, µM (top dose mostly 76.6 µM), for the others: at the highest dose activity change, negative = inhibition, usual class: inhibitors. actives 0.093% (n = 390,000). AID 602179, 2012; further: potency means the concentration at half of the fitted maximal effect; on the % scale 0 is the no-effect control and ±100 the full control effect; nearly all actives have a fitted effect of over 65% in size
# Target sequence (O75874 whole entry R132H, stated change not applied): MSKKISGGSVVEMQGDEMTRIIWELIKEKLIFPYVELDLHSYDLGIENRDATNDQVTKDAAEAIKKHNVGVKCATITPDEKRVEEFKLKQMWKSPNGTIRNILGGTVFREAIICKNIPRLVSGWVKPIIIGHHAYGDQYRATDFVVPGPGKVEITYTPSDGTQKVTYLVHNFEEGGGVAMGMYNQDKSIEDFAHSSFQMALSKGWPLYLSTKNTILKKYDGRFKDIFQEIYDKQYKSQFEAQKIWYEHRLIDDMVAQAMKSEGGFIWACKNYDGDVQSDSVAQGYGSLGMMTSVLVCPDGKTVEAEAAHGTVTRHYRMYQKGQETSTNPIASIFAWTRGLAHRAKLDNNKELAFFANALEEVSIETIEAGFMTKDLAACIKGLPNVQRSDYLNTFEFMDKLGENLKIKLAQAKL
#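 IDH1-R132H (0.5 ug/mL dispensed) in pH 7.5 Tris buffer was preincubated 30 min with compound, then given a substrate mix of 0.016 mM NADPH and 2 mM alpha-KG for 80 min at room temperature; remaining NADPH was read by diaphorase/resazurin fluorescence.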
# TRHR ag = qHTS for Small Molecule Agonists and Allosteric Enhancers of Human TRH Receptor: Primary Screen for Agonists | activation, % at 2 µM | actives 0.18% (n = 360,000) | TRHR cells, calcium flux fluo-8, FDSS agonist mode | Thyrotropin-releasing hormone receptor (Homo sapiens), P34981; in the data active means activation above about 30%; further: 0% is about no effect
#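 TRHR-expressing cells loaded with fluo-8 calcium dye; 23 nL library compound pin-transferred, kinetic FDSS fluorescence (Ex 480/Em 530) recorded about 180 s for agonist-induced calcium release, before a 10 nM TRH EC20 addition for potentiator mode.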
# USP1-UAF1 inh = Inhibitors of USP1/UAF1: Primary Screen. AID 743255, 2014. actives 0.23% (n = 390,000). recombinant USP1/UAF1, Ub-Rhodamine cleavage fluorescence. Potency, µM (top dose mostly 57.1 µM), for inactives: at the top dose activity change, negative = inhibition, usual class: inhibitors; further: potency means the concentration at half of the fitted maximal effect; on the % scale 0 is the no-effect control and ±100 the full control effect; nearly all actives have a fitted effect of over 60% in size; inactives centre near -12
#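 In this screen, compounds sit with the deubiquitinase complex (1nM) for 15 min at room temperature before Ub-Rho is added at 150nM final. Fluorescence rise is then followed for 6 reads every 60 seconds.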
# D2 ag = HTS Assay for Allosteric Agonists of the Human D2 Dopamine Receptor: Primary Screen for Agonists. D(2) dopamine receptor (Homo sapiens), P14416. HEK293 T-REx D2 cells, calcium flux agonist mode. activation, % at 2 µM. actives 0.53% (n = 340,000). AID 485358, 2010;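 active means activation over 3 SD above normal in the single-dose calcium agonist read, cut at about 30% in these data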; further: 0% is about no effect
#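 Tetracycline-induced HEK293 T-REx cells with force-coupled D2 receptor, plated overnight at 30 C, loaded with no-wash calcium dye. After a 10 s baseline, compound was pin-added and calcium flux read kinetically for 180 s; calcium rises flagged agonists.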
# TrxR1 inh = qHTS Assay for Inhibitors of Mammalian Selenoprotein Thioredoxin Reductase 1 (TrxR1): qHTS | Thioredoxin reductase 1, cytoplasmic (Rattus norvegicus), O89049 | recombinant rTrxR1, NADPH fluorescence consumption, selenite substrate | Potency, µM (highest dose often 114 µM), inactives show at the highest dose activity change, negative = inhibition, usual class: inhibitors | actives 1% (n = 390,000); further: potency means the concentration at half of the fitted maximal effect; on the % scale 0 is the no-effect control and ±100 the full control effect; nearly all actives have a fitted effect of over 65% in size
#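 Rat TrxR1 (90 nM in the dispensed reagent) was pre-reduced with 400 uM NADPH for 5 min at room temperature, then incubated with compound for 15 min. After 400 uM selenite was added, NADPH fluorescence (Ex 340/Em 450 nm) was followed for 8 min.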
# Pin1 inhibitor = qHTS Assay to Find Inhibitors of Pin1 | Pin1 FP peptide displacement, HiFluor488, 10 min | Potency, µM (top dose mostly 115 µM), for inactives: at the highest dose activity, negative = inhibition, usual class: inhibitors | actives 0.009% (n = 390,000) | AID 504891, 2011; active means well fitted inhibition curve with a large enough effect in the polarisation, with a control signal flat, not every such curve was filed as active; inconclusive means small, poorly fitted or top-dose-only effect, or effect the other way, or a change in a side signal; inactive means no such curve, though single readings can be large or run the other way; the % refers to the polarisation; further: potency means the concentration at half of the fitted maximal effect; on the % scale 0 is the no-effect control and ±100 the full control effect
# Target sequence (Q13526 whole entry, looked up): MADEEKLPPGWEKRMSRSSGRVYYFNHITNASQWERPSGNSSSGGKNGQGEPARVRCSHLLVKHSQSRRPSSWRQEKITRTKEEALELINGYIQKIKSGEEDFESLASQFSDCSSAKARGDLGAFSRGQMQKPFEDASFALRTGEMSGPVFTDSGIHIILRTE
# TrxR1 substrate = qHTS Assay for Substrates of Mammalian Selenoprotein Thioredoxin Reductase 1 (TrxR1): qHTS; purified TrxR1 substrate turnover, NADPH consumption readout; Thioredoxin reductase 1, cytoplasmic (Rattus norvegicus), O89049; Potency, µM (doses to about 114 µM), for the others: at the highest dose activity change, negative = substrate turnover; actives 0.01% (n = 390,000); AID 588456, 2011; further: potency means the concentration at half of the fitted maximal effect; on the % scale 0 is the no-effect control and ±100 the full control effect; nearly all actives have a fitted effect of over 50% in size
#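 Rat TrxR1, dispensed at 90 nM, was prereduced with 400 uM NADPH (final) for 5 min at ~22 deg C, then incubated with compound 15 min before 400 uM selenite. A first-read NADPH fluorescence drop versus no-compound background flagged substrates.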
# The depositor's hits bear a star; ? = inconclusive; / = no result given; [ ] = remark or other dose. Unless noted, the call rests on the fitted dose curve; in most records, active means well fitted inhibition curve with a large enough effect; inconclusive means small, poorly fitted or top-dose-only effect; inactive means no such curve, though single readings can be large or run the other way. The list is partial (hit frequency here may not be typical).
entry	Compound	TRHR enhancer	D2 antagonist	mIDH1 inhibitor	TRHR ag	USP1-UAF1 inh	D2 ag	TrxR1 inh	Pin1 inhibitor	TrxR1 substrate
1	O=C1CCCN1CN(C(=O)c1ccc2c(c1)OCO2)c1ccc(F)cc1	-6	-7	0%	-0.3	-3%	0.2	-9%	-5%	-2%
2	COc1ccc(-c2cc(N)n(S(=O)(=O)c3ccc(F)cc3)n2)cc1OC	10	-9	8%	-0.2	-22%	-0.6	17%	4%	-2%
3	COc1cccc(/C=N/NC(=O)C(=O)N2CCCC2)c1OC	-2	-10	2%	-0.3	-6%	0.4	-16%	-4%	-9%
4	C[C@H](CO)N1C[C@H](C)[C@@H](CN(C)C(=O)Nc2ccccc2)Oc2ccc(NC(=O)NC3CCCCC3)cc2C1=O	/	/	-12%	/	?	/	-7%[57.1 µM]	-1%	-2%[57.1 µM]
5	CCOC(=O)c1cc(-c2ccccc2)sc1NC(=O)C(C)N1C(=O)c2ccccc2C1=O (stereo not given)	5	-13	2%	0.9	-3%	0.2	20%[57.1 µM]	14%	-4%
6	COC(=O)c1cc(NC(=O)Nc2ccc3snnc3c2)cc(C(=O)OC)c1	3	/	6%	0.1	-35%	-0.8	5%	?	0%
7	Cc1ccc(N(Cc2cccs2)C(=O)COc2ccccc2[N+](=O)[O-])cc1	2	/	20%	0.7	-24%	/	21%	4%	1%
8	CCOC(=O)c1nn(-c2ccc(Cl)cc2)c2nnc(Cc3ccc(C)cc3)c(=O)n12	2	-4	-2%	-0.2	-25%	-0.2	5%	8%	3%
9	O=C(CSc1ccc(Br)cc1)NCC1CCCO1 (stereo not given)	3	7	-2%	-0.3	-11%	1.7	3%	1%	-1%
10	CC(=O)c1cc(C#N)c(NCCCN(C)C)nc1C	0	15	-3%	-3.1	-10%	1.7	-11%	3%	-6%
11	CCCCOC(=O)CCc1nc2ccccc2[nH]c1=O	16	-37	7%	0.9	-12%	-0.6	-5%	-3%	12%[57.1 µM]
12	O=C(NCC(c1ccco1)N1CCOCC1)c1ccccc1 (stereo not given)	4	13	4%	0.2	-20%	-0.6	29%	-11%	12%
13	O=C(c1cn(CC(=O)N2CCCCC2)c2ccccc12)C1CC1	51*	3	3%	0.2	-16%	-1.4	16%	-5%	2%
14	CC1CCN(CCCN2C(=O)C3C(C(=O)Nc4cccc(Cl)c4)C4C=CC3(O4)C2C(=O)NC2CCCCC2)CC1 (stereo not given)	5	-14	-10%	0.6	?	0.3	9%	-4%	0%
15	COc1cccc(NS(=O)(=O)c2cc3c4c(c2)C(C)C(=O)N4CCC3)c1 (stereo not given)	-1	/	3%	-0.1	2%	0.3	12%[57.1 µM]	-7%	4%[57.1 µM]
16	CC(Sc1nnnn1C)C(=O)NC(=O)NC1CCCCC1 (stereo not given)	1	-6	-6%	0.1	-10%	0.0	16%	1%	4%
17	O=C1CC(N2CCOCC2)C(=O)N1c1cccc(Cl)c1 (stereo not given)	-2	-20	8%	0.4	-15%	0.0	14%[57.1 µM]	-5%	-5%[57.1 µM]
18	O=C1CCCCCN1C(=O)c1ccc(C(=O)N2CCCCCC2=O)cc1	-1	0	1%	0.4	-16%	-0.2	8%[57.1 µM]	-14%	6%[57.1 µM]
19	COc1ccc(-c2sc3ccc(OC)cc3c2C#Cc2ccccn2)cc1	-2	-2	-14%	1.0	?	-0.4	1%	?	47%[activator]
20	CC1C(=O)Nc2ccccc2N1C(=O)C1CC1 (stereo not given)	-4	2	-1%	0.2	-7%	0.6	-8%	2%	-12%
21	Cn1c(CC(=O)Nc2ccc(Cl)c(Cl)c2)nnc1SCC(=O)N1CCN(c2ccccc2)CC1	-2	1	1%	0.0	-20%	1.2	15%	1%	3%
22	O=C(NCC1CCCO1)c1cc(S(=O)(=O)N2CCOCC2)ccc1Cl (stereo not given)	-4	-15	5%	-0.4	-9%	0.2	2%	-5%	1%
23	COc1cc(S(=O)(=O)NCc2ccc3c(c2)OCO3)ccc1Cl	0	-8	2%	0.3	?	-1.2	-1%	-1%	2%
24	COC(=O)c1ccc(NC(=S)NC2CCCCC2)cc1	1	5	0%	0.8	-3%	3.0	-16%	-7%	-3%
25	Cc1cc(=O)oc2ccc(OCC(=O)O)cc12	-4	-2	3%	1.6	-11%	-0.4	-16%	1%	22%
26	Cc1ccc(-n2nc3c(c2NC(=O)c2ccc(F)c(F)c2)CS(=O)(=O)C3)cc1	-1	-12	2%	0.0	1%	-0.5	-10%	-5%	-1%
27	CCN(CC)S(=O)(=O)N1CCC(C(=O)NCc2ccco2)CC1	-4	/	2%	0.5	-16%	/	14%	0%	9%
28	CC(C)=NNc1nc(-c2ccc(N3C(=O)CCC3=O)cc2)cs1	5	-18	-2%	-1.1	?	-0.2	-8%[57.1 µM]	?	-5%[57.1 µM]
29	O=S(=O)(Nc1ccc(-n2cnnn2)cc1)c1cccc(F)c1	0	-5	-2%	-0.2	-6%	0.2	-8%[57.1 µM]	-7%	-7%[57.1 µM]
30	Cc1ccc(C2N(c3ccc(F)cc3)C(=O)C3CCCN32)cc1 (stereo not given)	-2	3	-2%	0.6	-15%	0.7	12%[57.1 µM]	17%	9%[57.1 µM]
31	CCN(Cc1nc2ccccc2c(=O)[nH]1)C(=O)c1cccc(OCc2c(C)noc2C)c1	-4	1	6%	-0.4	-16%	0.1	8%	-7%	0%
32	COc1ccc(C(=O)NCCc2ccc(Cl)cc2)cc1S(=O)(=O)N1CCCCC1C (stereo not given)	-3	-1	-10%	-0.4	-10%	-0.3	33%	24%	-6%
33	O=C(Nc1ccc(F)cc1F)c1ccc2c(O)c(S(=O)(=O)c3ccc(Cl)cc3)c(=O)[nH]c2c1	11	/	-5%	-0.6	-2%	0.5	-12%	0%	-8%
34	On1c(-c2ccco2)nc2c1CCc1nonc1-2	1	-15	3%	-0.7	-7%	0.4	-25%	5%	-10%
35	CC1CCN(C(=O)CSCC(=O)Nc2nc(-c3cccs3)cs2)CC1	-2	-1	-5%	-0.4	-25%	-0.5	6%[57.1 µM]	6%	3%[57.1 µM]
36	CCOC(=O)N1CCC(NC(=O)CCc2ccccc2)CC1	13	-4	4%	2.0	-13%	1.1	11%[57.1 µM]	-2%	-6%
37	CCC(=O)N1CC2(c3ccccc3)CN(C(=O)CC)CC(c3ccccc3)(C1)C2=O	3	15	4%	0.5	-14%	1.7	20%	-12%	6%
38	COc1cc(C(=O)N2CCN(CCCc3ccccc3)CC2)cc(OC)c1OC	/	/	4%	/	2%	/	7%[57.1 µM]	-3%	-1%[57.1 µM]
39	Cc1cccc(-n2ncc3c(Nc4c(C)n(C)n(-c5ccccc5)c4=O)ncnc32)c1	-7	-2	13%	0.2	-2%	1.4	-13%	1%	-11%
40	CCc1nc(SCc2nc3ccccc3[nH]2)c2oc3ccccc3c2n1	-1	3	0%	-0.6	-17%	-0.1	8%	10%	0%
41	Cc1c(C(=O)NC(=S)NCc2cccnc2)cccc1[N+](=O)[O-]	0	/	4%	0.1	0%	/	-11%	-8%	-7%
42	CC(C)N=C(NC#N)SCc1ccccc1	-3	15	2%	-0.8	-10%	-0.1	-12%	?	-2%
43	COc1ccc(NC(=O)c2cccc(Cn3cc(Br)c([N+](=O)[O-])n3)c2)c(C)c1	-6	-14	-6%	0.5	-11%	-0.4	15%	-2%	3%
44	O=C(NCc1cccs1)C1CCC(CNS(=O)(=O)c2cccc3nsnc23)CC1 (stereo not given)	10	9	-1%	-0.3	-14%	-0.1	21%	12%	-1%
45	CCOc1ccc(NC(=S)N2CCN(S(=O)(=O)c3ccc(C)cc3)CC2)cc1	-4	-2	-5%	-0.3	-23%	-0.8	19%	0%	1%
46	Cc1cccc(N2CCN(C(=O)CCS(=O)(=O)c3ccc4c(c3)CC(=O)N4C)CC2C)c1 (stereo not given)	0	/	0%	-0.1	-16%	/	-22%[57.1 µM]	8%	10%[57.1 µM]
47	Nc1nnc(SCC(=O)NC23CC4CC(CC(C4)C2)C3)s1	2	/	4%	0.3	-21%	/	14%	-4%	8%
48	COc1ccc(NC(=O)c2ccco2)cc1NC(=O)c1cc2ccccc2o1	-2	-17	7%	-1.3	-5%	2.7	12%[57.1 µM]	2%	10%[57.1 µM]
49	CC(C)(C)c1ccc(/C=C/C(=O)N2CCN(c3ncccn3)CC2)cc1	0	-11	4%	-0.5	-20%	-0.9	7%[57.1 µM]	-3%	5%[57.1 µM]
50	COC(=O)Cc1c(C)c2ccc(OCC(=O)NCc3ccc4c(c3)OCO4)cc2oc1=O	-12	9	1%	-1.1	4%	0.9	8%[57.1 µM]	5%	16%[57.1 µM]
51	COc1ccc(C(=O)Nc2sc(C)c(-c3ccccc3)c2C#N)cc1OC	-7	21	4%	2.3	-22%	0.1	21%	24%	17%

# Single records (already shown). Values in the order: TRHR enhancer | D2 antagonist | mIDH1 inhibitor | TRHR ag | USP1-UAF1 inh | D2 ag | TrxR1 inh | Pin1 inhibitor | TrxR1 substrate
# Listed for COc1ccc(C(=O)NCCc2ccc(Cl)cc2)cc1S(=O)(=O)N1CCCCC1C (stereo not given) : -3 | -1 | -10% | -0.4 | -10% | -0.3 | 33% | 24% | -6%
# Listed for Nc1nnc(SCC(=O)NC23CC4CC(CC(C4)C2)C3)s1 : 2 | / | 4% | 0.3 | -21% | / | 14% | -4% | 8%
